Assay outcomes from PubChem.
NCI-60 one-dose screen, 48 h, at 10 µM unless noted. Numbers give growth in % (100 = growth as untreated, 0 = no growth, -100 = all killed).
MCF7 – MCF7 breast cancer; hit rate 6.3% among 82,000
LOX IMVI – LOX IMVI melanoma. hit rate 7.4% among 79,000
MDA-MB-468 – MDA-MB-468 breast cancer; hit rate 8.5% among 78,000; AID 2202374
MDA-MB-231 – MDA-MB-231 breast cancer; AID 1794789; hit rate 5% among 81,000
HS 578T – HS 578T breast cancer; hit rate 4.1% among 78,000
BT-549 – BT-549 breast cancer; hit rate 4.4% among 78,000; AID 1794793
T-47D – T-47D breast cancer; hit rate 5% among 79,000
MALME-3M – MALME-3M melanoma; AID 1794766; hit rate 5.8% among 78,000
An asterisk follows results filed as active; x = no result given; & = joins results of further samples; ! = not confirmed by another sample. Rule for the calls: active = growth percent below 10; inactive = the rest. These rows are one share of the data; rates above refer to the full screens.

SMILES | MCF7 | LOX IMVI | MDA-MB-468 | MDA-MB-231 | HS 578T | BT-549 | T-47D | MALME-3M
CCCN(CCC)CC(=O)c1ccc(I)cc1 | 95 | 99 | 96 | 119 | 92 | 104 | 96 | 120
O=C(Nc1ccccc1)C(Cl)(Cl)Cl | 95 | 103 | 99 | 99 | 106 | 117 | 100 | 103
CCCCCCCCCCCCCCCCCCOC(=O)CCN1CC1 | 101 | 95 | 105 | 102 | 103 | 108 | 110 | 107
CCCCCCNP(=O)(N1CC1CC)N1CC1CC (stereo unspecified) | 96 | 107 | 95 | 112 | 90 | 99 | 108 | 117
COc1ccc(Cn2c(Cl)c(C(=O)O)c3cc(OC)ccc32)cc1 | 104 | 98 | x | 105 | 95 | 105 | 109 | 110
Cc1cc(NC(=O)NCCCOc2ccc(N3C(N)=NC(N)=NC3(C)C)cc2Cl)ccc1S(=O)(=O)F | 26 | 14 | 7.8* | 72 | 60 | 60 | 51 | 56
CC(C)OP(=S)(S)OC(C)C | 99 | 98 | 98 | 120 | 101 | 118 | 99 | 116
COC1=C[C@H]2[C@@H](C#N)CC3(C(=O)c4ccc(Br)cc4)C[C@H](C#N)[C@H](C1)N23 (stereo partly specified) | 99 | 102 | 112 | 92 | 91 | 107 | 87 | 96
N#C[Se]CCOC(=O)CCCCC1SCC2NC(=O)NC21 (stereo unspecified) | 92 | 99 | 99 | 97 | 92 | 108 | 78 | 93
CNC(=O)Oc1ccccc1C(Cl)(Cl)Cl | 98 | x | 102 | 98 | 114 | 108 | 106 | x
NC(N)=N/N=C/c1cccnc1 | 95 | 100 | 100 | 95 | 102 | 95 | 92 | 168
O=C(OCCOC(=O)N1CC1)N1CC1 | 102 | 98 | 110 | 107 | 103 | 116 | 103 | 104

Continued, starting with the last 5 of the part before.
SMILES | MCF7 | LOX IMVI | MDA-MB-468 | MDA-MB-231 | HS 578T | BT-549 | T-47D | MALME-3M
COC1=C[C@H]2[C@@H](C#N)CC3(C(=O)c4ccc(Br)cc4)C[C@H](C#N)[C@H](C1)N23 (stereo partly specified) | 99 | 102 | 112 | 92 | 91 | 107 | 87 | 96
N#C[Se]CCOC(=O)CCCCC1SCC2NC(=O)NC21 (stereo unspecified) | 92 | 99 | 99 | 97 | 92 | 108 | 78 | 93
CNC(=O)Oc1ccccc1C(Cl)(Cl)Cl | 98 | x | 102 | 98 | 114 | 108 | 106 | x
NC(N)=N/N=C/c1cccnc1 | 95 | 100 | 100 | 95 | 102 | 95 | 92 | 168
O=C(OCCOC(=O)N1CC1)N1CC1 | 102 | 98 | 110 | 107 | 103 | 116 | 103 | 104
CCOc1ccc(C(O)CN(C)Cc2ccccc2)cc1Cl (stereo unspecified) | 99 | 99 | 100 | 94 | 101 | 106 | 97 | 104
CC1CN1CCCCN1CC1C (stereo unspecified) | 94 | 101 | 101 | 125 | x | 103 | 101 | 103
O=c1s[se]c2ccccc12 | 99 | 104 | 99 | 96 | 113 | 114 | 105 | 99
CC1(C)N=C(N)N=C(N)N1c1ccc(CCNS(=O)(=O)c2ccc(S(=O)(=O)F)cc2)cc1 | 101 | 101 | 103 | 117 | 107 | 102 | 105 | 117
FC(F)(F)c1cc(CN(CCCl)CCCl)cc(C(F)(F)F)c1 | 89 | 78 | 90 | 131 | 121 | 102 | 90 | 129
COC1=CC(=O)O[C@@H](CCc2ccc3c(c2)OCO3)C1 | 112 | 90 | 113 | 109 | 102 | 115 | 112 | 124
CC(=O)Nc1ccc(NC(=O)c2ccc([As](O)O)cc2)cc1 | 85 | 76 | 93 | 88 | 117 | 113 | 48 | 113
C[CH2][Pb]([CH2]C)([CH2]C)[O]C(=O)COc1ccccc1 | 0.7* | -36* | 9.7* | 20 | 4.7* | -11* | 17 | 22
O=C(O)CSCC(=O)O | 100 | 94 | 107 | 121 | 106 | 97 | 99 | 131
C[C@@H](N)[C@@H](O)c1ccccc1 | 90 | 105 | 66 | 110 | 101 | 105 | 83 | 105
O=C1C=C2C=CC3CC2(O1)C1CCCCN1O3 (stereo unspecified) | 97 | 100 | 122 | 111 | 104 | 106 | 102 | 99
O=C1NC(=S)NC(=O)C1=Cc1ccncc1 | 99 | 104 | 99 | 124 | 112 | 108 | 103 | 113
CN(C)C(=O)Oc1ccc(Br)cc1 | 89 | 96 | 99 | 105 | 115 | 103 | 92 | 98
CCC(=O)NC1=C(N2CC2C)C(=O)C(NC(=O)CC)=C(N2CC2C)C1=O (stereo unspecified) | 87 | x | 107 | 108 | 127 | 105 | 97 | 136
CC[C@]1(O)CC[C@H]2[C@@H]3CCC4=CC(=O)CC[C@@H]4[C@H]3CC[C@@]21CC | 127 | 103 | 81 | 100 | 105 | 108 | 87 | 106
CC1(C)N=C(N)N=C(N)N1c1ccc(OCCNS(=O)(=O)c2cccc(S(=O)(=O)F)c2)c(Cl)c1 | 86 | 81 | 77 | 105 | x | 107 | 97 | 104
O=[N+]([O-])c1cc([As](=O)(O)c2ccc(O)c([N+](=O)[O-])c2)ccc1O | 91 | 106 | 92 | 106 | 101 | 104 | 91 | 115
O=C(OCCN1CCCCC1)C(O)(c1ccccc1)c1ccccc1 | 99 | 102 | 97 | 107 | 94 | 107 | 95 | 102
NNC(=O)Nc1nn[nH]n1 | 96 | 98 | 93 | 98 | 109 | 110 | 97 | 100
COc1cc(C2=NN(c3cc(Cl)cc(Cl)c3)C(c3sc(N(CCCl)CCCl)nc3Cl)C2)cc(OC)c1OC (stereo unspecified) | 78 | 67 | 97 | 59 | 91 | 86 | 71 | 97
CSP(=S)(SC)SC(C)C | 98 | 99 | 91 | 94 | 102 | 105 | 93 | 88
COC(=O)Cc1ccccc1 | 93 | 113 | 132 | 118 | 111 | x | 172 | 104
N#CC(c1ccccc1)c1ccccc1 | 100 | 107 | 105 | 91 | 113 | 104 | 96 | 116
OC1(c2ccccc2F)c2ccccc2C2=NCCN21 (stereo unspecified) | 103 | 97 | x | 109 | 110 | 110 | 104 | 97
CC(=O)OC1CN2CCC1CC2 (stereo unspecified) | 95 | 97 | 104 | 128 | 114 | 102 | 103 | 96
CN(C)c1ccc(N)cc1 | 30&88 | 27&94 | 5.0*! | 59&88 | 55&100 | 72&107 | 28&91 | 96&115
ClCCN(CCCl)c1nc(Cl)c(C2CC(c3ccc(Cl)cc3)=NN2c2ccccc2)s1 (stereo unspecified) | 85 | 87 | 87 | 80 | 79 | 99 | 68 | 105
CC1CCC2C(C)C(=O)OC3OC4(C)CCC1C32OO4 (stereo unspecified) | 91 | 97 | x | 106 | 103 | 96 | 79 | 84
O=NN1CCCCC1 | 91 | 100 | 106 | 96 | 97 | 104 | 102 | 120
Oc1cccc2cccnc12 | 1.9*! | 107&99&72 | 106&96&25 | 101&109&93 | 101&116 | 101&113&106 | x | 98&96
COc1ccc2oc(=O)cc(CN(CCCl)CCCl)c2c1 | 64 | 97 | 91 | 98 | 85 | 101 | 105 | 99
CC1CN1P(=O)(Oc1ccc2ccccc2c1)N1CC1C (stereo unspecified) | 97&103 | 97&102 | 122&102 | 109&100 | 108 | 121&109 | 90&119 | 94&144
O=C1NC(=O)C(Nc2ccccc2)C(=O)N1 | 94 | 117 | 100 | 111 | 121 | 120 | 101 | 113
N[C@@H](Cc1ccc(N(CCCl)CCCl)cc1)C(=O)O | 34 | 66 | 30 | 99 | 113 | 84 | 79 | 103
C=CCOP1(OCC=C)=NP(OCC=C)(OCC=C)=NP(OCC=C)(OCC=C)=N1 | 107 | 93 | 104 | 113 | 102 | 115 | 101 | 117
CCOP(=O)(OCC)/C(C#N)=C/c1ccc(C)o1 | 103 | 99 | 97 | 97 | 100 | 107 | 96 | 105
N#CC(C#N)=Cc1ccc(Cl)cc1Cl | 86 | 97 | 104 | 99 | 111 | 108 | 100 | 86
CCCCOC(=O)C(Cl)(Cl)Cl | 108 | 95 | 116 | 103 | 91 | 111 | 103 | 116
N#C[Se]CC(=O)Nc1cccc(C(F)(F)F)c1 | 6.0* | x | -87* | x | x | -90* | 51 | -95*
COP(=O)(SC)N(C)C (stereo unspecified) | 98 | 101 | 97 | 106 | 112 | 115 | 113 | 117
O=[N+]([O-])c1cc([N+](=O)[O-])c(Cl)cc1Cl | -58* | -91* | -74* | -87* | -28* | x | -35* | -68*
COC1=CC(=O)O[C@@H](CCc2ccccc2)C1 | 114 | 100 | 122 | 97 | 73 | 124 | 110 | 121
CC(=O)N1N=C(c2ccc3c(c2)OCO3)CC1c1sc(N(CCCl)CCCl)nc1Cl (stereo unspecified) | 93 | 94 | 103 | 92 | 85 | 93 | 76 | 106
CC(CC#N)N1CC1 (stereo unspecified) | 113 | 106 | 109 | 110 | 104 | 107 | 100 | 107
CCCCNC(=O)OCC(C)(CCC)COC(N)=O (stereo unspecified) | 98 | 98 | 108 | 109 | 109 | 119 | 108 | 128
CCCCCCCNC(=O)CI | 95 | 98 | 80 | x | 84 | 94 | x | 91
CC[N+](CC)(CC)CCC(C(N)=O)(c1ccccc1)c1ccccc1 | 92 | 103 | 91 | 116 | 99 | 103 | 98 | 111
CC(OC(=O)CCl)C(=O)O (stereo unspecified) | 94 | 93 | 97 | 94 | 96 | 108 | 86 | 95
Nc1nc(N)c(-c2ccc(Cl)c(Cl)c2)c(CP(Cl)(Cl)(Cl)Br)n1 | 62 | 28 | 51 | 73 | 94 | 54 | 87 | 47
CC(=O)O[C@@H]1C2=C(C)C3(CC3)[C@@](C)(O)C(=O)C2=C[C@@]1(C)CO | 1.4* | -25* | -54* | -2.6* | -9.3* | -33* | 7.7* | -70*
CN(CCO)CCc1ccccc1 | 85 | 97 | 118 | 114 | 113 | 102 | 96 | 101
C[C@@H]1[C@H](c2ccccc2)OCN1C | 98 | 99 | 106 | 101 | 105 | 92 | 102 | 95
COC1=C(Cl)C(=O)c2ccccc2C1=O | 88 | 71 | 71 | 81 | 93 | 85 | 88 | 115
COC(=O)[C@@H](C)C[C@H](Cc1ccccc1)NC(=O)c1nc([C@@H](C[C@H](C(C)C)N(C)C(=O)[C@@H](NC(=O)[C@H]2CCCN2C)C(C)C)OC(C)=O)sc1C | x | 26 | 1.8* | 14 | 19 | -13* | 43 | 54
CCCCNCC(O)c1ccccc1 (stereo unspecified) | 104 | 100 | 115 | 93 | x | 106 | 101 | x
CCC1(Cc2ccccc2)C(=O)NC(=S)N(C)C1=O (stereo unspecified) | 105 | 102 | 92 | 119 | 99 | 106 | 105 | 124
N#Cc1nc(-c2ccccc2)oc1N1CCC(S(=O)(=O)F)CC1 | 98 | 104 | 110 | 99 | 98 | 108 | 106 | 99
COc1ccc(-c2ccc(OC)c(OC)c2OC)cc1 | 19 | 17 | -21* | 44 | x | 20 | 27 | 33
CN=C(NN)NN | 99 | 98 | 112 | 120 | 102 | 106 | 106 | 103
CCCCCN(CCCCC)N=O | 95 | 109 | 95 | 113 | x | 106 | 95 | 96
The listing continues:
SMILES | MCF7 | LOX IMVI | MDA-MB-468 | MDA-MB-231 | HS 578T | BT-549 | T-47D | MALME-3M
O=C1NC(=O)C2(CC(C(=O)N(CCCl)CCCl)Oc3ccc(F)cc32)N1 (stereo unspecified) | 94 | 106 | 111 | 105 | 106 | 106 | 94 | 102
O=[As](O)(O)c1ccccc1[As](=O)(O)O | 98 | 88 | 100 | 103 | 114 | 116 | x | 115
O=C1NC(=O)C(=Cc2ccccc2[N+](=O)[O-])C(=O)N1 | 100&111 | 101&104 | 112&111 | 105&114 | 92&100 | 98&103 | 85&108 | 113&101
Oc1cccc2nc3ccccc3nc12 | 88 | 79 | x | 103 | 108 | x | 95 | 120
O=C(N/N=C\c1ccc(N(CCCl)CCCl)cc1)c1cccc([N+](=O)[O-])c1 | 80 | 83 | 68 | 89 | 64 | 96 | x | 100
CCCCC1C(=O)NC(=O)NC1=O | 100 | 94 | 106 | 102 | 121 | 96 | 87 | 107
CC(C)CCC(=O)O[C@H]1CC[C@H]2[C@@H]3CCC4=CC(=O)CC[C@]4(C)[C@H]3CC[C@]12C | 105 | 98 | 102 | 98 | 87 | 104 | 102 | 84
Sc1cc(Cl)c(Cl)cc1Cl | 96 | 96 | 118 | 100 | 106 | 103 | x | 137
O=P(O)(O)CO | 98 | 79 | 101 | 107 | 97 | 106 | 100 | 113
N#CC(C#N)=Cc1ccc(F)cc1 | 104 | 98 | 115 | 109 | 107 | 116 | 105 | 110
NP(=O)(Oc1ccccc1)c1ccccc1 (stereo unspecified) | 103 | 95 | 105 | 103 | 110 | 111 | 106 | 112
COc1ccc2c(c1)C1(C)CCN(C)CC(C1)C2O (stereo unspecified) | 96 | 98 | 101 | 113 | 116 | 98 | 95 | 93

Full records, quoted from the list.
Shown for CC1CN1P(=O)(Oc1ccc2ccccc2c1)N1CC1C (stereo unspecified) = MCF7: 97&103; LOX IMVI: 97&102; MDA-MB-468: 122&102; MDA-MB-231: 109&100; HS 578T: 108; BT-549: 121&109; T-47D: 90&119; MALME-3M: 94&144
Shown for O=NN1CCCCC1 = MCF7: 91; LOX IMVI: 100; MDA-MB-468: 106; MDA-MB-231: 96; HS 578T: 97; BT-549: 104; T-47D: 102; MALME-3M: 120

Continued:
SMILES | MCF7 | LOX IMVI | MDA-MB-468 | MDA-MB-231 | HS 578T | BT-549 | T-47D | MALME-3M
O=C(OC1CCCCC1)c1ccccc1C(=O)OC1CCCCC1 | 96&97 | 82&92 | 97&103 | 91&87 | 84&96 | 119&102 | 56&78 | 115&102
O=S1(=O)c2ccccc2-c2ccccc21 | 95 | 102 | 101 | 88 | 99 | x | x | 87
Cc1cc(N(CCCl)CCCl)ccc1C=Nc1cccnc1 | 37 | 72 | -75* | 98 | 113 | 87 | 45 | 62
COc1cccc(/C=C/[N+](=O)[O-])c1 | -11* | -81* | 26 | 88 | 95 | 29 | 42 | 90

Quoted at random: two compounds from above
SMILES | MCF7 | LOX IMVI | MDA-MB-468 | MDA-MB-231 | HS 578T | BT-549 | T-47D | MALME-3M
COc1cccc(/C=C/[N+](=O)[O-])c1 | -11* | -81* | 26 | 88 | 95 | 29 | 42 | 90
O=C(OC1CCCCC1)c1ccccc1C(=O)OC1CCCCC1 | 96&97 | 82&92 | 97&103 | 91&87 | 84&96 | 119&102 | 56&78 | 115&102
